Screens: PubChem BioAssay, several laboratories
IDE cell inh: cellular human IDE inhibition; P14735; HEK cells, FAbetaB cleavage, fluorescence polarization; inhibition, % at 5.59 µM; 0.41% of 320,000 active; AID 434962;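 active = percent inhibition above the average of all tested compounds plus 3 SD, set per screening campaign, cut at about 16% in these data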;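 note: IDE supplied by intact live HEK cells; FP after avidin binding of uncleaved biotin substrate so inhibition keeps polarization high; 0% = DMSO wells and 100% = 60 µM reference IDE inhibitor Ii1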
pCIP destab: p/CIP protein destabilization; Q05BA5; 0.01% of 290,000 active; F442A p/CIP-EGFP cells, EGFP fluorescence, 16 h; decrease of EGFP signal, % at 10 µM;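 active = EGFP signal decrease of at least 30% at 10 µM or well 3 SD below plate mean, unless failing retest; inactive = the rest, including hits failing retest or dose response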; note: some compounds called inactive have numbers as strong as hits; many of its hits are not listed in these tables
HCV NS3 hel inh: HCV NS3 helicase inhibition. NS3 helicase DNA unwinding, Cy5 molecular beacon fluorescence. inhibition, % at 10.9 µM. 0.56% of 290,000 active. AID 1800;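 active = inhibition above the mean of all tested compounds plus 3 SD, set per campaign, cut at about 35% in these data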;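 note: 0% = DMSO wells and 100% = thioflavine S control wells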
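Assay system: hepatitis C virus NS3 helicase domain fragment enzyme. Also added: annealed dual-labelled DNA beacon duplex, ATP-started. Timing: 1 h reaction at 25 °C, ATP-initiated. Technique: Cy5 fluorescence at 0 and 60 min, beacon hairpin quenching. Evaluation: % inhibition of unwinding. Replication: one well per compound.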
CRFR2-BP antag: antagonists of CRF-binding protein/CRF-R2 receptor complex. HEK293 CRF-R2/CRF-BP, CRF-induced calcium fluorescence. 0.59% of 350,000 active. inhibition, % at 11.8 µM;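 active = inhibition of the ligand-induced calcium signal above about 50% at the single tested concentration, limit read from the data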
GalR3 antag: human GalR3 antagonism. HEK293 GalR3-CNG cAMP membrane potential fluorescence; galR3 body fused to GalR1 C-terminus. AID 651719. O60755. 0.44% of 360,000 active. inhibition, % at 3 µM;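 active = inhibition above the screen-wide average plus 3 SD, cut at about 13% in these data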;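 note: forskolin and galanin both at EC90 stimulate the cells; cAMP rise reported by CNG channel membrane potential dye signal; 0% = forskolin plus galanin with DMSO and 100% = forskolin alone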
Target sequence (O60755 1-299 limits assumed): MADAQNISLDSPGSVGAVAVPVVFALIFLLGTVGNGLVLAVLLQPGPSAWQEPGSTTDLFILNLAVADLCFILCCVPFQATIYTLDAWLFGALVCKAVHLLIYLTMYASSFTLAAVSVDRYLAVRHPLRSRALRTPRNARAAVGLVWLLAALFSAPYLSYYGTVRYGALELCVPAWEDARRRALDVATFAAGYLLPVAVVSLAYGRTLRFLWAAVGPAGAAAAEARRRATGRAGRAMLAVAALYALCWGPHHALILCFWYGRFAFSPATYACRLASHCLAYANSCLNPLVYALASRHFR
UBC9 SUMO inh: inhibitors of human SUMOylation (UBC9); 0.36% of 290,000 active; AID 2006; HTRF SUMOylation assay, SAE1/SAE2 + UBC9, in vitro; inhibition, % at 35 µM; in the data active = inhibition above about 50%, passing the limit was not always enough; note: strong numbers were not always called active
Target sequence (P63279 whole entry, looked up): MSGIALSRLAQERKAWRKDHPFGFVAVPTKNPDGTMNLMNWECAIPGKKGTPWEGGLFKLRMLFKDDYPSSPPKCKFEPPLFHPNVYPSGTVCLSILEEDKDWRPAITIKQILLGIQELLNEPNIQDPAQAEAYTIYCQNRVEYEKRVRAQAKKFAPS
IMP-1 inhibitor: inhibitors of Pseudomonas aeruginosa IMP-1 metallo-beta-lactamase | 0.45% of 290,000 active | inhibition, % at 5.6 µM | AID 1556 | purified IMP-1, nitrocefin hydrolysis, epi-absorbance fluorescence;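 active = inhibition above the mean plus 3 SD of all compounds in the same screening run, cut at about 4.5% in these data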;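 note: 0% = IMP-1 with DMSO and 100% = DMSO wells lacking enzyme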
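Assay system: purified recombinant IMP-1 beta-lactamase. Input: IMP-1 0.2 nM before substrate addition. Buffer or medium: Zinc- and detergent-supplemented HEPES buffer, pH 7.1. Schedule: 25 °C, 15 min preincubation, 25 min reaction. Signal: Epi-absorbance fluorescence, 480 nm excitation, 530 nm emission. Evaluation: percent inhibition from optical density relative to buffer-blank wells.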
VIM-2 inh: inhibitors of Pseudomonas aeruginosa VIM-2 metallo-beta-lactamase; 0.89% of 290,000 active; purified VIM-2, nitrocefin hydrolysis, epi-absorbance fluorescence; inhibition, % at 5.6 µM;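 active = inhibition above the mean of all tested compounds plus 3 SD, cutoff set per screening run, cut at about 7.5% in these data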;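 note: red hydrolysis product quenches plate fluorescence so inhibitors raise well fluorescence; 0% = enzyme with DMSO and 100% = DMSO without enzyme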
IDE act: activators of human insulin-degrading enzyme in cells; P14735; HEK cells, FAbeta-B cleavage, fluorescence polarization; 0% vehicle, 100% cell-free pure enzyme wells; activation, % at 5.96 µM; 0.073% of 340,000 active; AID 493087;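 active = activation above the mean of all tested compounds plus 3 SD, set per screening campaign, cut at about 17% in these data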
* = called active by the depositor; x = no result given.

SMILES	IDE cell inh	pCIP destab	HCV NS3 hel inh	CRFR2-BP antag	GalR3 antag	UBC9 SUMO inh	IMP-1 inhibitor	VIM-2 inh	IDE act
CN(C)c1ccc(/C=N/NC(=O)c2cnc3ccccc3c2)cc1	2	-3	4	4	-10	42	-0.7	-2.5	0
O=C(c1nc2ccccn2c1CNCCCn1cccn1)N1CCCC1	1	4	-7	0	5	-5	-2.3	-1.1	5
CN(C)c1nc(SCCOC(=O)c2ccccc2)nc(N(C)C)n1	6	1	2	-20	2	-17	-3.4	-1.1	2
O=C(COC(=O)c1ccccc1NC(=O)c1ccco1)NC1CCCCC1	2	-14	0	-5	6	6	-4.8	-5.0	3
CC(C)c1ccc(NC(=O)NCc2cccnc2)cc1	-1	4	-1	-18	-1	5	-0.8	-1.9	0
CC(=O)CCc1oc2ccc(C)cc2c1Cc1ccccc1	3	9	8	-7	-12	-13	-0.8	-0.5	5
Cc1ccc(S(=O)(=O)c2nc(S(C)(=O)=O)sc2N(C)C)cc1	1	-5	2	-19	-4	26	-4.5	-1.4	3
O=C(c1n[nH]c(=O)c2ccccc12)N1CCN(S(=O)(=O)c2ccccc2Cl)CC1	-1	x	x	4	-5	x	x	x	1
O=C(c1cccc(-c2ccc(O)cc2)c1)N1CCN(c2ccc(F)cc2)CC1	-4	-7	-3	10	3	8	-0.5	-1.1	-3
Cc1ccc(O)c(C(=O)c2cc(C#N)c(=O)n(CC3CCCO3)c2)c1 (stereo unspecified)	0	-7	19	-18	-2	21	-2.6	-0.9	5
CC(C)NC(=O)C1CC=CCC1C(=O)O (stereo unspecified)	2	-2	-2	-14	4	-6	-1.0	-0.5	-5
Cc1cccc(N2CCN(C(=O)Cn3c(=O)[nH]c4ccsc4c3=O)CC2C)c1 (stereo unspecified)	0	-3	-4	1	-2	10	-1.2	0.8	3
O=C1c2ccc(Oc3ccc([N+](=O)[O-])cc3)cc2C(=O)N1CCO	4	1	-2	20	-4	-2	0.2	-1.3	6
COc1ccc(S(=O)(=O)Nc2cc(C)ccn2)cc1	4	4	4	-1	-2	15	-2.3	-2.2	-4
COCC1CCN(Cc2cn[nH]c2-c2ccc(OC)cc2F)C1 (stereo unspecified)	1	-12	-14	-24	-1	1	-1.7	1.5	1
O=C(Nc1ccccc1C(=O)N/N=C/c1ccco1)c1ccccc1	0	-10	-1	-7	-12	-5	-3.6	-4.0	-1
CC1CCCCC1NC(=O)CCNC(=O)N1CC(=O)Nc2ccccc21 (stereo unspecified)	-10	0	-3	-3	-9	6	-1.3	-1.1	7
COc1cc(/C=C/C(=O)OCC(=O)N2CCCC2)cc(OC)c1OC	-4	x	x	11	-3	x	x	x	2
O=C(c1ccco1)N1CCN(C(=O)c2cc3c(s2)-c2ccccc2OC3)CC1	4	4	4	-24	-3	24	-3.4	-4.5	-10
O=C(CCn1c(=O)oc2ccccc21)NCCN1CCOCC1	4	-6	x	-30	x	-1	x	x	6
CCOC(=O)C1CCCN(c2cc(=O)n(C3CCCCC3)c(=O)[nH]2)C1 (stereo unspecified)	3	-3	1	-3	-4	5	-3.0	-3.1	1
O=C(Nc1ccnc(-c2ccncc2)n1)c1ccc(F)cc1	-6	-13	-3	-6	-6	17	-2.0	0.3	5
COC(=O)c1sc(SC)c(S(=O)(=O)C(C)C)c1N/N=C(\C#N)C(=O)c1ccccc1	-1	4	27	25	-4	8	-1.6	-1.2	4
O=C(O)CCN1CCc2ccccc21	-3	2	17	-4	2	27	-1.0	-0.3	5
CN1CCN(S(=O)(=O)c2cccc(C(=O)N(C)CC(=O)Nc3ccc(F)c(F)c3F)c2)CC1	0	x	x	8	3	x	x	x	4
CC(C)[C@H](NS(=O)(=O)c1ccc2c(c1)OCCO2)C(=O)OCC(=O)Nc1ccccc1Cl	7	-8	-9	-18	-6	1	0.4	0.8	4
CC(C)c1nnc(NC(=O)Cn2nc(-c3ccc4c(c3)OCCO4)ccc2=O)s1	-2	6	4	-6	0	-17	-4.0	0.0	7
CC(C)OC(=O)CSc1nnc(-c2ccccc2)n1N	-7	-8	5	9	-2	15	1.2	-1.7	2
Cc1nn(-c2nc3ccccc3[nH]2)c(=O)c2ccccc12	-3	4	-5	-5	-1	26	-1.9	1.2	4
CC(C)(C)NC(=O)COC(=O)c1ccc(S(=O)(=O)N2CCCC2)cc1	-3	12	-1	3	0	3	-1.6	-0.8	6
CC(=O)C1C(c2ccc(C)cc2)c2c(noc2C)CC1(C)O (stereo unspecified)	5	6	4	1	3	-3	-0.4	-2.5	-2
Brc1ccccc1-c1nnc(CSc2nncn2-c2ccccc2)o1	5	11	7	40	-3	1	-3.0	-2.5	4
C#CCN(C#N)c1nc(NCC)nc(NC(C)C)n1	5	-2	-4	-24	-7	26	-3.0	-0.1	-6
CC1CCc2sc3ncnc(N4CCOCC4)c3c2C1 (stereo unspecified)	0	-6	0	-13	-5	14	-4.0	-3.5	3
N#CCCN(C(=O)COC(=O)Cc1ccc(Br)cc1)c1ccccc1	2	7	2	-8	-6	-18	-0.8	-1.3	2
O=C(/C=C/c1ccccc1)OCC(=O)N1CCN(c2ccccc2)CC1	-1	x	x	-9	-2	x	x	x	0
Cc1nnc(SCC(=O)NCc2ccc3c(c2)OCO3)n1C	4	-1	3	6	-4	10	-3.0	-2.9	6
C[C@H](CO)N1C[C@H](C)[C@@H](CN(C)S(=O)(=O)c2ccc(F)cc2)Oc2ccc(NC(=O)CCC(F)(F)F)cc2C1=O	7	x	x	2	-2	x	x	x	-5
O=S(=O)(Nc1ccc2c(c1)nc1n2CCOC1)c1ccc(Cl)cc1	2	-12	1	-5	-7	4	-3.6	-1.9	0
COc1ccc(NC(=O)C(C)NS(=O)(=O)c2ccccc2)cc1Cl (stereo unspecified)	2	-6	6	-3	-7	0	-4.9	-1.0	0

Complete entries, quoted from the list.
O=S(=O)(Nc1ccc2c(c1)nc1n2CCOC1)c1ccc(Cl)cc1 reads IDE cell inh = 2; pCIP destab = -12; HCV NS3 hel inh = 1; CRFR2-BP antag = -5; GalR3 antag = -7; UBC9 SUMO inh = 4; IMP-1 inhibitor = -3.6; VIM-2 inh = -1.9; IDE act = 0
O=C(O)CCN1CCc2ccccc21 reads IDE cell inh = -3; pCIP destab = 2; HCV NS3 hel inh = 17; CRFR2-BP antag = -4; GalR3 antag = 2; UBC9 SUMO inh = 27; IMP-1 inhibitor = -1.0; VIM-2 inh = -0.3; IDE act = 5

The list continues.
SMILES	IDE cell inh	pCIP destab	HCV NS3 hel inh	CRFR2-BP antag	GalR3 antag	UBC9 SUMO inh	IMP-1 inhibitor	VIM-2 inh	IDE act
COC(=O)C1=C(C)N(c2cccc3ccccc23)C(=O)C1	4	-9	14	-1	4	-3	-4.2	-2.0	-7
Cc1ccc(-c2nnn(CC(=O)NCCc3ccc4c(c3)OCO4)n2)cc1	-1	-12	-3	-1	-3	13	-3.9	-2.3	7
COC(=O)c1ccccc1NC(=O)Cn1nnc(-c2ccc3c(c2)OCO3)n1	0	6	-3	-9	2	10	2.9	-0.9	0
Cc1cc(C)c(N(C(=O)c2csnn2)C(C(=O)NC(C)(C)C)c2ccncc2)c(C)c1 (stereo unspecified)	-5	-10	4	-16	-5	21	-0.8	-3.4	2
Cc1ccc(C)c(NC(=O)c2ccc(S(=O)(=O)C(F)F)cc2)c1	7	-3	-2	2	-4	-2	-2.6	-1.0	3
CCCCc1ncc(CN2CCC(n3nccc3NC(=O)c3ccccc3OC)CC2)[nH]1	-5	1	-26	5	-7	2	-2.9	-3.2	2
O=C(Nc1nnc(S(=O)(=O)N2CCCCCC2)s1)c1ccccc1Cl	4	-12	6	8	-1	7	-6.5	-1.7	5
Cc1ccnc(N2C(=O)OC(C)(C)C2(C)O)c1 (stereo unspecified)	3	17	3	23	3	-8	-4.1	0.1	6
Fc1ccc(NC(=S)Nc2cccc3ccccc23)cc1F	2	-8	44*	-7	-1	77	-0.3	-2.0	-4
C=CCn1c(=O)c2c3c(sc2n2c(Nc4ccc(OC)cc4)nnc12)CCCC3	4	8	-12	-23	-5	-3	-0.2	-0.9	1
N#C/C(=C\c1ccc(N2CCOCC2)o1)C(=O)NC1CCCCC1	46*	-108	5	-86	-2	10	-2.3	-2.0	-37
CCCCS(=O)(=O)N1CCC(C(=O)NCC2CCCO2)CC1 (stereo unspecified)	-4	8	-3	-10	-7	-2	-1.7	-1.7	1
CCOC(=O)/C(N=Nc1ccc(C(=O)O)cc1[N+](=O)[O-])=C(\C)O	4	1	-10	25	-5	18	-3.3	-2.1	1
Cc1ccc(C(=O)NNC(=S)NC(=O)c2ccc(Cl)cc2)cc1	0	8	12	-123	-5	-72	-2.1	-1.1	-2
Cc1ccc(NC(=S)NC(=O)C2CC2)cc1Cl	x	-4	-2	6	-4	-2	-1.4	-4.8	5
CC(C)CNC(=O)c1ccccc1SCC(=O)NC12CC3CC(CC(C3)C1)C2	-1	-8	6	9	-11	5	-1.3	-0.9	3
CCc1c(C)sc(NC(=O)OC)c1C(=O)N1CCCCC1	1	-4	3	15	-5	13	-6.5	-1.4	5
Cc1ccc(N(CCC#N)C(=O)CN2C(=O)NC(Cc3ccccc3)C2=O)cc1 (stereo unspecified)	1	-23	4	5	-3	5	-2.8	-2.9	1
Cc1nnc(NC(=O)CCS(=O)(=O)c2ccccc2)s1	7	19	11	-12	-9	14	-1.7	-4.7	-1
COc1cccc(NCCC(=O)c2cccc([N+](=O)[O-])c2)c1	3	-1	3	-6	-5	0	-3.5	-1.9	0
Cc1cc(C)cc(-n2c(=O)c3ccccc3n(CC(=O)NCC3CCCO3)c2=O)c1 (stereo unspecified)	-9	6	5	-5	-9	4	-1.4	0.2	4
Cc1cccc(NCC(=O)N/N=C\c2ccccn2)c1	0	-13	-7	7	-4	10	-2.4	-5.0	4
CCOC(=O)c1c(CN2CCCCC2C)oc2ccc(OC)cc12 (stereo unspecified)	3	-17	-1	-75	-4	11	-3.9	-4.9	-4
COc1cc(NC(=O)Cc2ccc([N+](=O)[O-])cc2)c(C(=O)O)cc1OC	7	0	-3	-14	-6	9	-2.1	0.1	-8
CCc1nc2ccccc2n1CCc1ccccc1	-6	1	2	33	7	4	-1.2	2.1	3
CCc1cc2c(=O)c(-c3nc4ccccc4n3C)coc2c(CN2CCCCC2C)c1O (stereo unspecified)	x	0	10	10	-9	16	-0.6	-1.5	4
COc1ccc(S(=O)(=O)Nc2ccc(C(N)=O)cc2)cc1C(=O)N1CCCCCC1	-2	-5	-5	-1	-9	11	-4.9	-2.2	-5
COc1ccc(N(CC(=O)NCc2cccs2)S(=O)(=O)c2cccnc2)cc1	2	-9	3	-13	5	-8	-4.7	-3.8	6
CCOC(=O)[C@H]1[C@H]2COc3cc(OC)ccc3[C@@H]2N2C(=O)CN(Cc3ccc(OC)cc3)C(=O)[C@@]12C	1	x	x	22	1	x	x	x	2
CCCCOC(=O)Cn1c(=O)c2c(nc3n2CCCCN3c2ccc(C)cc2)n(C)c1=O	-6	-4	-6	7	3	-3	-0.6	0.2	0
